Bioassay records: PubChem, several laboratories
AddAB inh: growth inhibition of E. coli expressing H. pylori AddAB, primary screen, AddAB inhibitor project, absorbance; inhibition, % at 11.9 µM; 330,000 compounds, 0.29% hits; AID 435030, 2010; in the data active = inhibition above about 12%;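 note: 0% = vehicle wells of infected cells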
DAGLB inh: DAGLB lipase inhibitors, primary screen, biochemical, fluorescence, HTS; HEK293T DAGLB membrane lysate, EnzChek fluorogenic substrate; AID 504411, 2011; 340,000 compounds, 0.059% hits; inhibition, % at 5.17 µM; Diacylglycerol lipase-beta (Homo sapiens), Q8NCG7; in the data active = inhibition above about 34%;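 note: 0% = enzyme with vehicle and 100% = wells lacking enzyme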
PfHsp90 set2: growth inhibition of PfHsp90-expressing yeast, primary screen, antimalarial PfHsp90 inhibitor project, S. cerevisiae, BacTiter-Glo luminescence, single point, set 2; BacTiter-Glo ATP, 48 h; yeast lacking PDR1 and PDR3 efflux regulators; inhibition, % at 9.4 µM; 310,000 compounds, 0.32% hits;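 active = every replicate shows inhibition above about 80%, whatever the replicate mean, limit read from the data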;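 note: 0% = DMSO neutral controls and 100% = 20 µM radicicol positive controls; yeast relying on Plasmodium falciparum Hsp90 in place of its own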
Rtt109 Vps75: inhibitors of C. albicans Rtt109/Vps75 HAT, primary screen, biochemical, ThioGlo CoA-SH fluorescence, plate reader | purified Rtt109/Vps75, 4 h | AID 540336, 2011 | inhibition, % at 34.9 µM | Histone acetyltransferase RTT109 (Candida albicans (strain SC5314 / ATCC MYA-2876)), … | 330,000 compounds, 0.16% hits;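 active = inhibition of at least 50% in every replicate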
Target sequence (Q5AAJ8 whole entry, looked up): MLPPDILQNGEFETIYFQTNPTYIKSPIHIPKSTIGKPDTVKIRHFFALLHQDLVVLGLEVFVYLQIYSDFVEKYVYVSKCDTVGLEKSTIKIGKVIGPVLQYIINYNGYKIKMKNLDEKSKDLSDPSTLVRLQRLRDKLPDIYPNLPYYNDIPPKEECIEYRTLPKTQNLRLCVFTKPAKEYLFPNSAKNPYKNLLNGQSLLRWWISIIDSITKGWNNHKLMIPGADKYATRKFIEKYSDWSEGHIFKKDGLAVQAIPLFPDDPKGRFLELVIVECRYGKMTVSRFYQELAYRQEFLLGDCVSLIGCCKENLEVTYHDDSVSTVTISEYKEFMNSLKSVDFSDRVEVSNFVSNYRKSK
PvdQ inh: P. aeruginosa PvdQ acylase inhibitors, primary screen, biochemical, fluorescence, plate reader and imaging, single point | inhibition, % at 10 µM | AID 488965, 2010 | 340,000 compounds, 0.063% hits | purified PvdQ acylase; in the data active = inhibition above about 30%, passing the limit was not always enough;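 note: 0% = vehicle neutral wells and 100% = reference inhibitor wells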
CAL PDZ inh: CAL PDZ peptide-binding inhibitors, primary screen, biochemical, fluorescence polarization, Cer-tagged CAL PDZ, HTS. 330,000 compounds, 0.02% hits. purified CAL PDZ, TMR-peptide fluorescence polarization, 1 h. Golgi-associated PDZ and coiled-coil motif-containing protein (Homo sapiens), Q9HD26. inhibition, % at 20 µM;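 active = highest replicate inhibition of at least 40%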;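 note: plate controls were DMSO neutral control wells for no effect and unlabeled competitor peptide control wells for full effect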
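Read-out basis: mP drop reported as inhibition | Assay system: Tagged CAL PDZ protein CerCALP, purified | Benchmarks: Unlabelled peptide for full inhibition, DMSO wells as neutral | Schedule: 1 h incubation at room temperature before polarization reading | Buffer or medium: Sodium phosphate/NaCl buffer pH 7.4 with TCEP, IgG, Thesit | Doses: Single point, 20 µM | Measured by: Fluorescence polarization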
Wnt act: Wnt/beta-catenin pathway activators, primary screen, cell-based, plate reader, single point | AID 743398, 2014 | 300,000 compounds, 1.2% hits | Wnt/beta-catenin reporter cell assay, activator | activation, % at 9.35 µM; in the data active = activation above about 30%, passing the limit was not always enough;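 note: 0% = neutral control wells and 100% = positive control wells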
Tat transport: E. coli Tat export inhibitors, primary screen, MC4100, TorA-mCherry reporter, fluorescence, single point | 340,000 compounds, 0.036% hits | inhibition, % at 10 µM;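 active = mean replicate inhibition at least 50% and at least half of replicates individually reaching 50%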;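 note: exported cargo escapes ClpAP degradation while cytoplasmic cargo is degraded and loses fluorescence; 0% = median of neutral control wells and 100% = median of NaSCN control wells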
E coli growth: E. coli V3065 growth inhibition, primary screen, counter-screen for AddAB inhibitor project, absorbance, OD600; inhibition, % at 11.9 µM; 18 h; 330,000 compounds, 0.27% hits;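 active = inhibition above the campaign's mean inhibition across all tested compounds plus 3 SD, cut at about 9.9% in these data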;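 note: uninfected addAB+ strain grown without phage in ampicillin broth; 0% = DMSO wells and 100% = ciprofloxacin 0.95 µg/ml wells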
phage Ecoli inh: growth loss of phage-infected E. coli, primary screen, RecBCD inhibitor project, absorbance, with phage, HTS; inhibition, % at 11.9 µM; 360,000 compounds, 0.26% hits; in the data active = inhibition above about 11%
An asterisk follows results filed as active; x = no result given.

1	CCCOCCc1nnc(N)s1
2	CCCC(=O)Nc1ccc(Cc2ccc(NC(=O)CCC)c(C(=O)O)c2)cc1C(=O)O
3	CCc1cc2cc(C)ccc2nc1SCC(=O)Nc1cc(C)on1
4	COC(=O)CNC(=O)c1cccc(Cl)c1
5	OCCC1CN(CC2CCCCC2)CCN1C1CCCC1 (stereo unspecified)
6	Cn1c(=O)c(=O)n(C)c2cc(S(=O)(=O)NCCOc3ccccc3)ccc21
7	CC1(c2ccccc2)CC(C)(C)N2C(=O)/C(=C3\SC(=S)NC3=O)c3cccc1c32 (stereo unspecified)
8	COc1ccc(OC)c(NC(=O)COC(=O)c2cc3c(s2)CCC3)c1
9	CC(Cc1ccccc1)C(=O)Nc1ccc(Br)cc1 (stereo unspecified)
10	O=C(NCC1CCCO1)c1ccc(-c2cccc(C(F)(F)F)c2)o1 (stereo unspecified)
Screen / compound no.,1,2,3,4,5,6,7,8,9,10
AddAB inh,-0.3,0.0,3.6,-2.2,0.1,0.2,4.8,2.4,4.6,-0.6
DAGLB inh,0,0,-6,-2,-3,x,5,-13,-8,-2
PfHsp90 set2,-36,-4,8,-8,2,-10,14,-39,7,18
Rtt109 Vps75,-7,8,-5,-5,5,-1,10,-2,-2,-9
PvdQ inh,-14,0,-3,-7,7,-4,-5,-17,-8,2
CAL PDZ inh,2.8,0.7,-0.3,0.3,-0.1,-0.2,-0.7,-2.9,1.5,-0.4
Wnt act,0,1,-3,-1,0,-2,-2,x,9,1
Tat transport,-5,-3,-3,-9,3,-4,-2,-2,0,0
E coli growth,0.8,0.7,-3.3,0.2,-0.9,-0.9,-1.6,-2.0,2.6,-1.6
phage Ecoli inh,0.5,4.6,0.6,3.0,-1.0,2.0,1.7,4.6,1.6,2.4

11	O=C(c1ccc([N+](=O)[O-])cc1)N(Cc1ccc(Cl)cc1Cl)N1C(=O)CCCC1=O
12	C=CCOc1ccc2c(CC)cc(=O)oc2c1C
13	O=C(CSC1=NCCS1)NC1CCCC1
14	CCOC(=O)C(CC)/C(C)=N\NC(=O)c1ccccc1O (stereo unspecified)
15	CCOC(=O)c1nn(-c2ccccc2)c(=O)c2c(NC(C)=O)scc12
16	CCC(CO)NCc1ccc(OCC(=O)Nc2cccc(C(F)(F)F)c2)c(OC)c1 (stereo unspecified)
17	C=CCNC(=O)c1cc(C(=O)C(C)c2ncc(C(F)(F)F)cc2Cl)c[nH]1 (stereo unspecified)
18	Cc1[nH]n(-c2ccc(F)cc2)c(=O)c1/C=N/c1sc2c(c1C#N)CCCC2
19	CC(=O)c1ccc(N2CCN(C(=O)c3ccc4[nH]c(C)c(C)c4c3)CC2)cc1
20	COc1ccc(C(=O)NCCn2cc(SCC(=O)Nc3nnc(C)s3)c3ccccc32)cc1
Screen / compound no.,11,12,13,14,15,16,17,18,19,20
AddAB inh,-0.9,0.0,1.0,2.1,0.2,1.3,0.9,2.6,-1.9,-2.1
DAGLB inh,-1,-9,1,0,1,1,3,5,2,1
PfHsp90 set2,28,8,0,1,9,3,11,20,-21,2
Rtt109 Vps75,-32,1,-5,0,x,-18,-2,2,8,-17
PvdQ inh,-13,-7,-15,24,-15,-9,-4,-15,10,-15
CAL PDZ inh,-2.2,-1.7,x,-0.9,-0.6,-0.6,-0.3,x,-0.3,-0.6
Wnt act,x,-2,-2,-3,0,-12,-2,x,-1,1
Tat transport,-10,6,0,-2,-3,-2,2,-7,-7,10
E coli growth,-1.3,-2.8,-0.9,4.9,-2.1,-1.6,-0.6,-0.5,-2.0,-1.5
phage Ecoli inh,0.7,3.4,0.6,9.7,0.1,1.0,1.6,3.2,1.8,x

21	COc1ccccc1NS(=O)(=O)c1ccc(C)c(C(=O)NCC(c2cccs2)N2CCOCC2)c1 (stereo unspecified)
22	CCc1ccc(C(CC(=O)c2ccc(Cl)cc2)C(=O)O)cc1 (stereo unspecified)
23	COc1ccc(C(=O)/C=C/NCc2ccc(F)cc2)cc1OC
24	c1ccc(Cc2nnc3sc(Nc4ccccc4)nn23)cc1
25	CCn1cc(C(=O)N[C@H](C)c2ccccc2)c(=O)c2cc(F)c(N3CCN(C)CC3)cc21
26	COc1ccc(CC(=O)N/N=C(/C)CC(=O)N(C)c2ccccc2)cc1
27	CC(=O)N1CCC2(CC1)CC(=O)c1cc(OCC(=O)N3CCCC3)ccc1O2
28	Cc1cc(C)cc(NC(=O)CCc2nc3sc4c(c3c(=O)[nH]2)CCCC4)c1
29	Cc1cc(Cl)ccc1OCC(=O)OCC(=O)Nc1ccc(F)c([N+](=O)[O-])c1
30	CCCCCN=C(C)c1c(O)c2ccccc2oc1=O
Screen / compound no.,21,22,23,24,25,26,27,28,29,30
AddAB inh,x,1.0,2.8,4.2,1.9,3.4,5.6,-1.5,-1.9,0.9
DAGLB inh,-6,5,0,0,2,1,0,3,-7,-2
PfHsp90 set2,2,x,-3,-14,x,3,11,-4,-39,-8
Rtt109 Vps75,19,1,-8,5,-1,-3,-1,-11,14,-4
PvdQ inh,-2,-1,-7,1,-3,-11,12,-13,-12,-8
CAL PDZ inh,0.2,-2.5,0.7,0.3,-0.4,0.4,0.4,-2.5,-2.0,-2.7
Wnt act,0,x,-1,x,x,-3,5,-1,x,-1
Tat transport,-1,2,-9,1,12,0,-4,0,-7,2
E coli growth,x,-1.2,-2.4,2.0,-1.3,-0.7,2.5,1.6,-0.3,1.0
phage Ecoli inh,4.2,2.3,1.2,3.0,-2.0,-0.1,1.5,1.8,1.2,4.2

Values by screen from the list.
E coli growth, entries 3–12 → -3.3, 0.2, -0.9, -0.9, -1.6, -2.0, 2.6, -1.6, -1.3, -2.8

More structures
31	COc1ccc(OCC(=O)NCCNC(=O)c2ccncc2)cc1
32	CCOC(=O)Cn1c(-c2cccnc2Cl)nc2cc(C)c(C)cc21
33	O=C1c2cc(O)cc(O)c2C(=O)c2c1cc(O)c([C@@H](CO)CCO)c2O
34	CCn1cc(C(=O)OCc2ccccc2)c(=O)c2ccc(C)nc21
35	Cc1ccc(Nc2nc3ccccc3n3cnnc23)cc1C
36	Clc1ccccc1CSc1snnc1-c1ccccc1
37	CC(=O)NN1C(=O)/C(=C2/Sc3ccccc3N2C)SC1=S
38	Cc1ccc(C)c(OCCC(=O)NNC(=O)c2ccccc2)c1
39	O=C1CC(C(=O)O)S/C(=N\N=C\c2ccc(Br)cc2)N1 (stereo unspecified)
40	CCS(=O)(=O)N1Cc2ccccc2CC1C(=O)N1CCN(c2cccc(C)c2C)CC1 (stereo unspecified)
Screen / compound no.,31,32,33,34,35,36,37,38,39,40
AddAB inh,5.0,-0.1,4.4,3.0,1.4,-0.3,-0.4,-1.5,1.7,0.3
DAGLB inh,-3,0,23,-6,1,-7,0,-6,1,-1
PfHsp90 set2,-7,-2,27,3,-4,x,-7,14,-4,7
Rtt109 Vps75,-8,3,8,-1,0,-4,-11,-1,-4,18
PvdQ inh,6,-12,1,-2,-12,-21,-8,0,7,-7
CAL PDZ inh,-1.5,-0.9,2.1,-0.3,-0.8,6.5,1.9,-1.4,-2.5,-0.3
Wnt act,-1,x,-1,1,9,17,0,-4,-2,-3
Tat transport,-3,-3,4,0,-1,32,-11,6,-12,-3
E coli growth,-1.4,-1.2,-0.8,-1.0,0.0,0.6,-0.3,-1.1,-2.3,3.2
phage Ecoli inh,0.5,1.0,2.2,-0.9,-1.9,1.3,1.0,6.1,2.0,1.4

41	COc1ccccc1N1CCN(C(CNC(=O)c2ccc3c(c2)OCO3)c2cccnc2)CC1 (stereo unspecified)
42	CCn1c(SCC(=O)Nc2ccc(N3CCOCC3)cc2)nnc1-c1ccc(OC)cc1
43	COC(=O)[C@H](C)NC(=O)Nc1cccc(Br)c1
44	Cc1nc(N2CCOCC2)nc(OCCN2CCOCC2)c1[N+](=O)[O-]
45	CC(=O)Nc1ccc(NC(=S)NC(=O)C2CCCC2)cc1
46	COc1ccc(-n2nc(C(=O)N3CCN(Cc4ccc5c(c4)OCO5)CC3)c3ccccc3c2=O)cc1
47	CCOc1cccc(/C(O)=C2/C(=O)C(=O)N(Cc3cccnc3)C2c2ccco2)c1 (stereo unspecified)
48	O=C(Nc1cccnc1)OCc1ccccc1
49	COc1ccc(/C=N/Nc2cc(C)nc(NS(=O)(=O)c3ccc(C)cc3)n2)cc1
Screen / compound no.,41,42,43,44,45,46,47,48,49
AddAB inh,-1.0,-0.5,1.8,2.3,1.5,5.0,-4.5,0.0,1.2
DAGLB inh,3,2,-3,1,1,-1,0,-1,4
PfHsp90 set2,0,10,6,9,8,15,7,0,1
Rtt109 Vps75,6,1,-3,x,2,-6,13,6,x
PvdQ inh,12,-9,0,3,-8,-17,4,-2,-3
CAL PDZ inh,-0.2,4.4,-0.2,-2.4,-2.5,-0.7,0.4,-1.5,-0.9
Wnt act,-2,-1,5,-1,6,x,-1,0,-7
Tat transport,2,18,8,1,-1,8,9,2,1
E coli growth,1.4,-0.3,-0.3,0.2,-1.5,0.9,-2.4,-0.5,2.5
phage Ecoli inh,-0.1,x,2.5,5.1,0.6,1.4,1.2,3.5,1.8

From compound 48 up to 49, as listed above:
48	O=C(Nc1cccnc1)OCc1ccccc1
49	COc1ccc(/C=N/Nc2cc(C)nc(NS(=O)(=O)c3ccc(C)cc3)n2)cc1
Screen / compound no.,48,49
AddAB inh,0.0,1.2
DAGLB inh,-1,4
PfHsp90 set2,0,1
Rtt109 Vps75,6,x
PvdQ inh,-2,-3
CAL PDZ inh,-1.5,-0.9
Wnt act,0,-7
Tat transport,2,1
E coli growth,-0.5,2.5
phage Ecoli inh,3.5,1.8
